USP1-UAF1 inh – USP1/UAF1 (human) deubiquitinase inhibition | AID 743255 | O94782 | Potency, µM (highest dose often 57.1 µM), inactives show at the top dose activity change, negative = inhibition, actives largely listed as inhibitors | recombinant USP1/UAF1, Ub-Rhodamine cleavage fluorescence | hit rate 0.23% among 390,000; note: potency is the fitted concentration of half-maximal effect; % is set by controls: 0 for no effect and ±100 for the full control effect; nearly all actives have a fitted effect of over 60% in size; inactives centre near -12
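In this screen, compounds sit with the deubiquitinase complex (1nM) for 15 min at room temperature before Ub-Rho is added at 150nM final. Fluorescence rise is then followed for 6 reads every 60 seconds.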
D2 antag – D2 dopamine receptor (human) antagonism | HEK293 TREx D2 cells, calcium flux, dopamine EC80 | inhibition, % at 10 µM | hit rate 2% among 340,000 | P14416; in the data active = inhibition above about 30%; note: 0% is about no effect
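Cells plated overnight at 30 C with tetracycline; no-wash calcium dye, 30–90 min RT; 10 s baseline; compound pinned; 180 s read; EC80 dopamine added; another 180 s read.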
D2 agonist – activates the human D2 dopamine receptor | P14416 | HEK293 T-REx D2 cells, calcium flux agonist mode | activation, % at 2 µM | hit rate 0.53% among 340,000 | AID 485358;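 active = activation over 3 SD above normal in the single-dose calcium agonist read, cut at about 30% in these data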; note: 0% is about no effect
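In this primary screen, compounds producing a positive calcium signal within 180 s of addition to tetracycline-induced, force-coupled HEK293 Trex D2 cells are flagged; cells are dye-loaded with a no-wash calcium kit beforehand.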
TrxR1 substrate – substrates of rat thioredoxin reductase 1; O89049; AID 588456; Potency, µM (doses to about 114 µM), for the others: top-dose activity change, negative = substrate turnover; hit rate 0.01% among 390,000; purified TrxR1 substrate turnover, NADPH consumption readout; note: potency is the fitted concentration of half-maximal effect; % is set by controls: 0 for no effect and ±100 for the full control effect; nearly all actives have a fitted effect of over 50% in size
Target sequence (O89049 whole entry, looked up): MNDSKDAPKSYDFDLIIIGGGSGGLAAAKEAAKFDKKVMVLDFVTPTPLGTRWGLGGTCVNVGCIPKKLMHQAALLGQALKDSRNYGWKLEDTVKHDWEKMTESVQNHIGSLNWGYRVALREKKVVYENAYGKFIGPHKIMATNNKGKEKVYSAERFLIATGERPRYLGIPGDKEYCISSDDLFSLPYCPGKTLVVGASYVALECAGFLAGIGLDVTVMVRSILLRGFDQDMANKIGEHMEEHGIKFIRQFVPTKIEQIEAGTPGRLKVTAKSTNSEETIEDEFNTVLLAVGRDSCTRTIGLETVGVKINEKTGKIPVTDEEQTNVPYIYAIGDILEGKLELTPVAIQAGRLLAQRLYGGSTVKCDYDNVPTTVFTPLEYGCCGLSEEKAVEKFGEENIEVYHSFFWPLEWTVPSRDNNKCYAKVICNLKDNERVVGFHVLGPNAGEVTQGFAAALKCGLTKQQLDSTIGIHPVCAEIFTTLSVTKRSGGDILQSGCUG
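Rat TrxR1, dispensed at 90 nM, was prereduced with 400 uM NADPH (final) for 5 min at ~22 deg C, then incubated with compound 15 min before 400 uM selenite. A first-read NADPH fluorescence drop versus no-compound background flagged substrates.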
TRHR enhancer – TRH receptor (human) allosteric enhancement. enhancement, % at 2 µM. hit rate 0.66% among 360,000. AID 493056. TRHR cells, fluo-8 calcium fluorescence, EC20 TRH enhancement; in the data active = enhancement above about 30%; note: 0% is about no effect
Target sequence (P34981 whole entry, looked up): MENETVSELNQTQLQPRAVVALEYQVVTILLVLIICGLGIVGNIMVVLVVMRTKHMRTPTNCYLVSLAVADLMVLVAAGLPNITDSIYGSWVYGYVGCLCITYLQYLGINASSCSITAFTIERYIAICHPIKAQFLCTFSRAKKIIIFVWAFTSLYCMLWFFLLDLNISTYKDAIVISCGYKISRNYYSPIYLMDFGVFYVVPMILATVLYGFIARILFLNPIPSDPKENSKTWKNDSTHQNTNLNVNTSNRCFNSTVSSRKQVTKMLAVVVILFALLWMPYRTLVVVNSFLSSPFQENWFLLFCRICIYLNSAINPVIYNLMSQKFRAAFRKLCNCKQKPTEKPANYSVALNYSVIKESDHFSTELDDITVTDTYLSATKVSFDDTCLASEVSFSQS
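TRHR-expressing cells loaded with fluo-8 calcium dye were read kinetically (ex 480/em 530) during compound addition, then stimulated with an EC20 of TRH (10 nM final). Enhancement of the Gq-mediated intracellular calcium response was scored.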
TRHR agonist – agonists of human TRH receptor; P34981; activation, % at 2 µM; TRHR cells, calcium flux fluo-8, FDSS agonist mode; hit rate 0.18% among 360,000; in the data active = activation above about 30%; note: 0% is about no effect
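In this calcium-flux screen, cells bearing human TRHR are dye-loaded with fluo-8, baselined for 10 cycles, then exposed to library compounds; positive kinetic calcium responses during the agonist phase mark hits, with TRH as control.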
Pin1 inh – inhibitors of human Pin1 | Q13526 | Pin1 FP peptide displacement, HiFluor488, 10 min | Potency, µM (top dose mostly 115 µM), without a hit: at the highest dose activity, negative = inhibition, most hits filed as inhibitors | hit rate 0.009% among 390,000 | AID 504891; active = well fitted inhibition curve with a large enough effect in the polarisation, with a control signal flat, not every such curve was filed as active; inconclusive = small, poorly fitted or top-dose-only effect, or effect the other way, or a change in a side signal; inactive = no such curve, though single readings can be large or run the other way; the % refers to the polarisation; note: potency is the fitted concentration of half-maximal effect; % is set by controls: 0 for no effect and ±100 for the full control effect
Target sequence (Q13526 whole entry, looked up): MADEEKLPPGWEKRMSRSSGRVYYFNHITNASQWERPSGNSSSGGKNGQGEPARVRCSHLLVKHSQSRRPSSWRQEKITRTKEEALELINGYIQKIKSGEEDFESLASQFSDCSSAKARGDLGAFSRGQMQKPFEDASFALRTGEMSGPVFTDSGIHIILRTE
rTrxR1 inhibitor – rat TrxR1 inhibition. AID 588453. recombinant rTrxR1, NADPH fluorescence consumption, selenite substrate. O89049. Potency, µM (top dose mostly 114 µM), without a hit: top-dose activity change, negative = inhibition, hits mostly inhibitors. hit rate 1% among 390,000; note: potency is the fitted concentration of half-maximal effect; % is set by controls: 0 for no effect and ±100 for the full control effect; nearly all actives have a fitted effect of over 65% in size
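Rat TrxR1 (90 nM in the dispensed reagent) was pre-reduced with 400 uM NADPH for 5 min at room temperature, then incubated with compound for 15 min. After 400 uM selenite was added, NADPH fluorescence (Ex 340/Em 450 nm) was followed for 8 min.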
mIDH1 inhibitor – human IDH1 R132H inhibition. O75874. IDH1-R132H enzyme, NADPH consumption, diaphorase/resazurin fluorescence. Potency, µM (titrated, usually from 76.6 µM), inactives show top-dose activity change, negative = inhibition, actives largely listed as inhibitors. hit rate 0.093% among 390,000. AID 602179; note: potency is the fitted concentration of half-maximal effect; % is set by controls: 0 for no effect and ±100 for the full control effect; nearly all actives have a fitted effect of over 65% in size
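IDH1-R132H (0.5 ug/mL dispensed) in pH 7.5 Tris buffer was preincubated 30 min with compound, then given a substrate mix of 0.016 mM NADPH and 2 mM alpha-KG for 80 min at room temperature; remaining NADPH was read by diaphorase/resazurin fluorescence.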
Active calls of the source: *; ? = inconclusive; . = not tested or not shown; & = joins results of further samples; [ ] = dose if it differs, or a comment. Unless noted, calls come from the whole dose curve; as a rule, active = well fitted inhibition curve with a large enough effect; inconclusive = small, poorly fitted or top-dose-only effect; inactive = no such curve, though single readings can be large or run the other way. A portion of the library, so the mix of outcomes need not match the whole.

canonical_smiles	USP1-UAF1 inh	D2 antag	D2 agonist	TrxR1 substrate	TRHR enhancer	TRHR agonist	Pin1 inh	rTrxR1 inhibitor	mIDH1 inhibitor
O=C(Nc1ccncc1)c1cc(-c2ccccn2)nc2ccccc12	-18%	14	0.9	-4%[57.1 µM]	8	-1.2	14%	17%[57.1 µM]	1%
CCOc1ccccc1C(C(=O)NC1CCCC1)N(C(=O)c1csnn1)C1CC1 (stereo not drawn)	-4%	6	-1.1	7%	-9	-0.7	-6%	16%	-4%
N#Cc1ccc2ccn(CC(=O)NCc3ccccc3)c2c1	-7%	5	-2.3	29%	13	0.0	18%	32%	-1%
CCCOc1cccc(OCC(=O)Nc2nc3ccccc3[nH]2)c1	-10%	-15	-1.9	-9%	3	-1.6	-13%	-5%	6%
Fc1ccc(/C=N/NC(=S)Nc2ccc(Cl)cc2)cc1F	-7%	-18	-0.2	1%	-2	-0.7	-2%	6%	6%
Cc1cccc(NC(=O)C(CCC(N)=O)NC(=O)OCc2ccccc2)c1 (stereo not drawn)	-18%	-14	-2.7	11%[57.1 µM]	-4	0.1	-2%	22%[57.1 µM]	-1%
COc1ccc(NC(=O)CN(C)S(=O)(=O)c2ccc(Cl)cc2)c([N+](=O)[O-])c1	-18%	-2	-1.9	-1%	-4	0.5	?	11%	5%
Cc1nc2sc(C(c3cccc(F)c3)N3CC(C)OC(C)C3)c(O)n2n1 (stereo not drawn)	-18%	14	-1.8	15%	18	0.1	-5%	19%	5%
COc1cccc(CN2CCNC(=O)C2CC(=O)NCC(C)(C)N2CCOCC2)c1OC (stereo not drawn)	-3%	-18	-0.9	-1%	1	0.7	-9%	-13%	-2%
Cc1cc(=O)[nH]c2cc(O)ccc12	?	1	0.1	378%[activator]	1	0.0	0%	-61%	11%
COCCN(C(=O)CNC(=O)c1ccco1)C(C(=O)NC1CCCC1)c1cccc(OC)c1 (stereo not drawn)	1%	10	1.2	1%[57.1 µM]	6	1.3	1%	0%[57.1 µM]	-10%
Nc1c(C(=O)Nc2ccc(Cl)c(C(=O)O)c2)sc2nc3c(cc12)CCCC3	-28%	23	-2.2	-4%	-4	0.5	-19%	-11%	11%
COC(=O)c1c(C)oc2ccc(N(C(=O)c3ccncc3)S(=O)(=O)c3ccc(C)cc3C)cc12	-6%	-6	-0.3	0%[57.1 µM]	9	-0.6	14%	9%[57.1 µM]	-1%
COc1ccc(NC(=O)CCNS(=O)(=O)c2ccc(C)c(C)c2)cc1OC	1%	-4	-0.4	-2%	0	-0.2	9%	-3%	-6%
COCC(C)NC(=O)Cc1ccc(F)cc1 (stereo not drawn)	-18%	.	.	-7%	-2	1.5	-12%	-11%	-3%
CCN(C(=O)Cn1cc(C(=O)c2ccc(F)cc2)c(=O)c2ccc(C)nc21)c1cccc(C)c1	-14%	.	-2.0	-6%	-3	1.2	56%[activator]	19%	-20%
C=CCN([C@@H](CC(C)C)C(=O)OC)S(=O)(=O)N(CC=C)[C@@H](CC(C)C)C(=O)OC	-15%	-14	-0.1	-8%&-15%	5	1.0	0%	-3%&5%	11%
Cc1ccc2nc(N3CCN(c4cccc(C)c4C)CC3)c3nnnn3c2c1	-14%&-16%	-18	0.8&-0.4	3%	3&-6	2.8&1.1	?	8%	0%&-4%
COc1ccc(Br)cc1CNC(=O)c1ccc2nc(C(C)C)oc2c1	-17%	.	.	8%[57.1 µM]	-13	-0.1	-13%	29%[57.1 µM]	12%
O=C(NNC(=S)NCc1ccccc1)c1ccccc1OC(F)F	-21%	9	-1.3	4%	7	-0.4	-5%	-2%	1%
CCOc1ccc(-n2nnc3c(=O)n(C/C=C/c4ccccc4)cnc32)cc1	-21%	-22	0.0	1%[57.1 µM]	1	-0.7	10%	13%[57.1 µM]	-10%
COc1cc(NC(=O)c2ccc(Cl)cc2)c(OC)cc1Cl	-11%	4	-2.9	29%	-10	-1.5	6%	-1%	7%
O=C(O)CCn1c(=O)sc2ccccc21	-5%	.	.	-7%	-3	-1.2	-3%	-8%	1%
C[C@H](NC(N)=O)C(=O)OCC(=O)Nc1ccc(OC(F)F)cc1	-10%	-7	1.0	7%	0	-0.5	0%	22%	3%
Cc1ccc(NCc2ccc(Cl)nc2)c(NCc2ccc(Cl)nc2)c1	-26%	24	0.7	11%[57.1 µM]	-3	-0.5	1%	11%[57.1 µM]	-3%
Cc1cccc(C)c1OCC(=O)Nc1oc(-c2ccccc2)c(-c2ccccc2)c1C#N	-16%	.	.	-4%	.	.	6%	-10%	1%
Cn1ncc(Cl)c1C(=O)NCc1ccc2c(c1)OCO2	-16%	23	0.2	3%	-1	0.1	-8%	21%	8%
CCN1CCCC1CNC(=O)c1c(O)c2c([nH]c1=O)CCCC2 (stereo not drawn)	-3%	1	1.0	6%	-1	1.5	-1%	-5%	2%
CN(c1ccccc1)S(=O)(=O)c1cccc(C(=O)OCC(=O)Nc2ccc3[nH]c(=O)[nH]c3c2)c1	-4%	10	0.1	-7%	0	-0.6	10%	-3%	-4%
COc1ccccc1NC(=O)COC(=O)C1CC1	-20%	1	-0.2	8%	-1	0.3	0%	27%	-1%

Pulled by structure from the list above:
canonical_smiles	USP1-UAF1 inh	D2 antag	D2 agonist	TrxR1 substrate	TRHR enhancer	TRHR agonist	Pin1 inh	rTrxR1 inhibitor	mIDH1 inhibitor
CCOc1ccccc1C(C(=O)NC1CCCC1)N(C(=O)c1csnn1)C1CC1 (stereo not drawn)	-4%	6	-1.1	7%	-9	-0.7	-6%	16%	-4%
COc1cc(NC(=O)c2ccc(Cl)cc2)c(OC)cc1Cl	-11%	4	-2.9	29%	-10	-1.5	6%	-1%	7%

(list continues)
The line under a structure holds: USP1-UAF1 inh | D2 antag | D2 agonist | TrxR1 substrate | TRHR enhancer | TRHR agonist | Pin1 inh | rTrxR1 inhibitor | mIDH1 inhibitor
> Cc1nc2ccc(C(=O)O)cc2[nH]1
 : -7% | 10 | -0.6 | -3%[57.1 µM] | -3 | 0.7 | -2% | 20%[57.1 µM] | -8%
> Cn1nnnc1Sc1ccc(C(=O)O)cc1[N+](=O)[O-]
 : -14% | -11 | 0.3 | 2% | 5 | 0.1 | -6% | 13% | 3%
> COc1ccc(N(CC(=O)NCCSCc2ccco2)S(=O)(=O)c2ccc(C)cc2)cc1
 : -18% | -1 | -1.7 | 1%[57.1 µM] | -1 | -1.3 | 3% | -10% | 6%
> CCOc1ccc(-n2c(SCC(=O)Nc3ccc(CC)cc3)nc3n[nH]c(C)c3c2=N)cc1
 : -8% | -14 | -0.4 | 3%[57.1 µM] | -4 | -2.7 | 10% | 15%[57.1 µM] | 6%
> Cc1cccc(/N=C/C2=C(O)CC(C)(C)CC2=O)n1
 : -6% | 3 | -0.1 | 4%[57.1 µM] | 2 | 0.2 | ? | -5%[57.1 µM] | 13%
> CC1CCCC(NC(=O)COC(=O)CN2C(=O)C3CCCCC3C2=O)C1C (stereo not drawn)
 : -10% | 8 | 0.5 | -7%[57.1 µM] | 1 | 0.7 | -9% | 13%[57.1 µM] | 5%
> Cc1nn(C(=O)c2ccccc2F)c(C)c1S(=O)(=O)N1CCCCCC1
 : -15% | . | 0.2 | 1%[57.1 µM] | -13 | 0.0 | 1% | -6%[57.1 µM] | 3%
> CCCNS(=O)(=O)c1ccc(OCC(=O)N2CCCC2)cc1
 : -3% | -14 | -0.3 | 9%[57.1 µM] | 18 | 0.1 | -9% | 13%[57.1 µM] | 10%
> COc1ccc(C(=O)Nc2ccccc2)cc1NC(=O)c1cccs1
 : -15% | -13 | -1.6 | 0% | -5 | -1.1 | -1% | 13% | 1%
> O=C(CSc1nc2ccc([N+](=O)[O-])cc2s1)NC1CCS(=O)(=O)C1 (stereo not drawn)
 : -12% | -9 | 1.7 | 15% | -2 | -0.1 | 9% | 13%[57.1 µM] | 3%
> Cc1ccccc1OCC(=O)OCC(=O)Nc1ccc(Cl)cn1
 : -24% | 31* | 0.5 | 2% | 0 | -0.1 | 0% | 27% | -7%
> O=C(NCc1ccccc1Cl)c1ccc(NC2=NC3CS(=O)(=O)CC3S2)cc1 (stereo not drawn)
 : -5% | 3 | -0.3 | -4%[57.1 µM] | 0 | 0.3 | 10% | 1%[57.1 µM] | -1%
> COc1cccc(C(=O)C2CCCN(Cc3cccn3-c3cccnc3)C2)c1 (stereo not drawn)
 : -17% | -2 | 0.2 | 2% | 6 | -2.0 | 0% | 13% | 10%
> CCOC(=O)c1[nH]c(CSc2nnc(-c3ccc(OC)cc3)o2)c(C(=O)OCC)c1C
 : -13% | -3 | 0.6 | 5% | -7 | -0.1 | 20% | 24% | -4%
> Cc1cc(C(=O)CSc2nnc3c(Cl)cc(Cl)cn23)c(C)n1C
 : -17% | -8 | -0.3 | 7%[57.1 µM] | -4 | 0.5 | -10% | -12% | -3%
> CC(C)N(C(=O)Cn1cc(S(=O)(=O)CC(=O)NCc2ccccc2)c2ccccc21)C(C)C
 : -3% | -3 | -0.2 | -11% | 1 | 0.3 | -4% | -14% | 5%
> COc1ccc(/C=N/NC(=O)CN(c2ccc(OC)cc2)S(=O)(=O)c2ccccc2)cc1
 : -15% | -14 | -0.1 | -8% | 0 | 0.0 | 2% | 27% | 5%
> CN1CCS/C1=C/C=C1/SC(=S)N(Cc2ccccc2)C1=O
 : -5% | 2 | -0.7 | -10% | -11 | 26 | ? | -8% | 6%
> COc1nc(N)nc(NC(=O)c2cccs2)c1N=O
 : -16% | . | . | -17%[57.1 µM] | . | . | -9% | 16%[57.1 µM] | 8%

From PubChem BioAssay
